GSTO1 inh: inhibitors of recombinant GSTO1, primary screen, counter-screen for RBBP9 inhibitor project, biochemical, fluorescence polarization. Glutathione S-transferase omega-1 (Homo sapiens), P78417. activity-based probe fluorescence polarization. inhibition, % at 5.96 µM. 300,000 tested, 1.1% active;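 active = inhibition above the campaign mean inhibition plus 3 SD, cut at about 35% in these data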;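 note: 0% = GSTO1-1 with DMSO and 100% = wells lacking GSTO1-1 enzyme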
PAFAH1B2 FP inh: PAFAH1B2 enzyme inhibitors, primary screen, biochemical, fluorescence polarization, human | Platelet-activating factor acetylhydrolase IB subunit alpha2 (Homo sapiens), P68402 | AID 492953, 2010 | 340,000 tested, 1.2% active | inhibition, % at 3.39 µM | recombinant PAFAH1B2, FP-rhodamine activity probe;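 active = inhibition above the mean of all tested compounds plus 3 SD, cut at about 24% in these data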;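 note: 0% = enzyme with DMSO and 100% = wells lacking PAFAH1B2; many of its hits are not listed in these tables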
Target sequence (P68402 whole entry, looked up): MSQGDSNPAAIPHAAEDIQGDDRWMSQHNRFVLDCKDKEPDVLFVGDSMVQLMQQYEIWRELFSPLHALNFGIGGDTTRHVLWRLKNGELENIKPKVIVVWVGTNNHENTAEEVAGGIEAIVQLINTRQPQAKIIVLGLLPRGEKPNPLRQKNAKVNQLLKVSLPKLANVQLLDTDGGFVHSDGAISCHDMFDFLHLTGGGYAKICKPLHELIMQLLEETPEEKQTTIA
PREPL inhibitor: PREPL enzyme inhibitors, primary screen, biochemical, fluorescence polarization; Prolyl endopeptidase-like (Homo sapiens), Q4J6C6; recombinant PREPL, fluorescence polarization activity-based probe; 320,000 tested, 0.68% active; inhibition, % at 5.96 µM; in the data active = inhibition above about 43%;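 note: 0% = enzyme with DMSO and 100% = wells lacking enzyme; many of its hits are not listed in these tables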
LYPLA2 inh: LYPLA2 inhibitors, primary screen, counter-screen for PME1 inhibitor project, biochemical, fluorescence polarization, FP-Rh probe ABPP; Acyl-protein thioesterase 2 (Homo sapiens), O95372; recombinant LYPLA2; inhibition, % at 5.9 µM; 320,000 tested, 0.38% active;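 active = inhibition above the screen-wide mean plus 3 SD, limit set per campaign, cut at about 26% in these data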;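 note: 0% = LYPLA2 with DMSO and 100% = wells lacking LYPLA2 enzyme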
Target sequence (O95372 whole entry, looked up): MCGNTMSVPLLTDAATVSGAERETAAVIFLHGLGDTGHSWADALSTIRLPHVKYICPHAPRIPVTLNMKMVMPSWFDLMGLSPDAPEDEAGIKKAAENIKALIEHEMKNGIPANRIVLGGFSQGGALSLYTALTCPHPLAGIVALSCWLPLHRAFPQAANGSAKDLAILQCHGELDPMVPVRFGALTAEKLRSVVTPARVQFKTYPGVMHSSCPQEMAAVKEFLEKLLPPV
PAFAH2 inh: PAFAH2 enzyme inhibitors, primary screen, biochemical, fluorescence polarization, human. Platelet-activating factor acetylhydrolase 2, cytoplasmic (Homo sapiens), Q99487. recombinant PAFAH2, FP-rhodamine activity probe. inhibition, % at 3.39 µM. 340,000 tested, 0.99% active. AID 492956, 2010;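 active = inhibition above the mean over all tested compounds plus 3 SD, cut at about 30% in these data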;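 note: inhibitors block probe labeling of enzyme so polarization drops; 0% = enzyme with DMSO and 100% = wells lacking PAFAH2 protein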
PAD4 FP inh: human PAD4 inhibitors, primary screen, biochemical, fluorescence polarization, 1536-well format. Protein-arginine deiminase type-4 (Homo sapiens), Q9UM07. recombinant PAD4, RCA probe fluorescence polarization. inhibition, % at 6.36 µM. 330,000 tested, 0.41% active. AID 485272, 2010;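 active = percent inhibition above a cutoff equal to the mean of all tested compounds plus 3 SD, cut at about 15% in these data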;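 note: 0% = PAD4 with RCA probe and DMSO and 100% = probe without PAD4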
PAFAH1B3 FP inh: PAFAH1B3 enzyme inhibitors, primary screen, biochemical, fluorescence polarization, human | 340,000 tested, 0.28% active | inhibition, % at 3.39 µM | recombinant PAFAH1B3, FP-rhodamine probe;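 active = inhibition above the screen-wide average of all tested compounds plus 3 SD, cut at about 25% in these data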;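 note: 0% = enzyme with DMSO only and 100% = wells lacking PAFAH1B3 protein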
LYPLA1 inh: LYPLA1 inhibitors, primary screen, counter-screen for PME1 inhibitor project, biochemical, fluorescence polarization, FP-Rh probe ABPP | recombinant LYPLA1 | inhibition, % at 5.9 µM | 320,000 tested, 0.16% active;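 active = inhibition above the mean of all tested compounds plus 3 SD, set per campaign, cut at about 14% in these data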;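 note: inhibitors block serine hydrolase probe labeling of LYPLA1 so polarization falls; 0% = enzyme with DMSO and 100% = wells lacking LYPLA1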
pPAFAH FP inh: pPAFAH enzyme inhibitors, primary screen, biochemical, fluorescence polarization, human; 330,000 tested, 1.5% active; Platelet-activating factor acetylhydrolase (Homo sapiens), Q13093; AID 463082, 2010; recombinant pPAFAH, FP-rhodamine probe fluorescence polarization; inhibition, % at 3.39 µM;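 active = inhibition above the mean inhibition across the screen plus 3 SD, cut at about 25% in these data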;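 note: inhibitors block binding of the rhodamine activity-based probe so polarization drops; 0% = enzyme with DMSO and 100% = wells lacking pPAFAH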
Target sequence (Q13093 whole entry, looked up): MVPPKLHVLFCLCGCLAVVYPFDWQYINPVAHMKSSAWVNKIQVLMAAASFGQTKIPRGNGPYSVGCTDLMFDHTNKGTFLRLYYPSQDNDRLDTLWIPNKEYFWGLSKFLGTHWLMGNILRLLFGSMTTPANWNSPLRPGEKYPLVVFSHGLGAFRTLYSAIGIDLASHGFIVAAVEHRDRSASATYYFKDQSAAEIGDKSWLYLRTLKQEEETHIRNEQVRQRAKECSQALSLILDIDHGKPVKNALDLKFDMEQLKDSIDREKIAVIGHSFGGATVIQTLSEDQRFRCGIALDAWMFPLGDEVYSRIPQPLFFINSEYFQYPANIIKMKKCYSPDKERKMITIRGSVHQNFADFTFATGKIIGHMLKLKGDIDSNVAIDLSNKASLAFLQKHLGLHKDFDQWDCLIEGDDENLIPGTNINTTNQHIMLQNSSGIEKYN
An asterisk follows results filed as active; nt = not tested or not shown.

SMILES	GSTO1 inh	PAFAH1B2 FP inh	PREPL inhibitor	LYPLA2 inh	PAFAH2 inh	PAD4 FP inh	PAFAH1B3 FP inh	LYPLA1 inh	pPAFAH FP inh
CC1Cc2ccccc2N1C(=O)COC(=O)c1cc(Br)ccc1O (centres undefined)	6	-1	-2	0	15	2	-6	2	-1
COc1cc(NC(=S)NC(=O)c2ccccc2C)ccc1NC(=O)c1cccs1	0	-2	-3	-10	-7	2	-3	-6	3
NS(=O)(=O)c1ccc(CNC(=O)Cc2ccccc2F)cc1	-5	3	-3	5	3	-1	6	-1	5
COc1cc(C2NC(=O)NC(c3ccccc3)=C2C(C)=O)c(Br)cc1OCC(N)=O (centres undefined)	1	12	-1	2	2	-2	4	0	-2
COc1cc(OC)c(NC(=O)CNC(=O)Cn2ccc3ccccc3c2=O)cc1Cl	3	0	1	-1	-1	0	4	4	3
CCOc1ccc(-n2c(=S)sc3c(=O)n(-c4ccc(F)cc4)c(SCC(=O)O)nc32)cc1	-4	3	2	8	-6	-2	8	-1	9
CC(NS(=O)(=O)c1c(N)n(C)c(=O)n(C)c1=O)c1ccccc1 (centres undefined)	6	1	6	2	-2	0	2	3	5
Cc1c(NC(=O)c2ccc(NC(=O)C3CC3)cc2)cccc1C(=O)O	-5	0	19	-1	3	-4	-2	2	2
O=C(CN1C(=O)NC(Cc2ccccc2)(Cc2ccccc2)C1=O)NCC1CCCCC1	1	24*	-3	-1	4	5	11	-1	-1
Cc1nn(C(C)C(=O)NCc2ccco2)c(=O)c2nn(-c3ccccc3)c(C)c12 (centres undefined)	0	5	1	-2	-2	5	12	-4	-1

One compound at a time, as listed above. Order of screens: GSTO1 inh	PAFAH1B2 FP inh	PREPL inhibitor	LYPLA2 inh	PAFAH2 inh	PAD4 FP inh	PAFAH1B3 FP inh	LYPLA1 inh	pPAFAH FP inh
Cc1c(NC(=O)c2ccc(NC(=O)C3CC3)cc2)cccc1C(=O)O in the list: -5	0	19	-1	3	-4	-2	2	2
COc1cc(NC(=S)NC(=O)c2ccccc2C)ccc1NC(=O)c1cccs1 in the list: 0	-2	-3	-10	-7	2	-3	-6	3
CC1Cc2ccccc2N1C(=O)COC(=O)c1cc(Br)ccc1O (centres undefined) in the list: 6	-1	-2	0	15	2	-6	2	-1

Later entries.
SMILES	GSTO1 inh	PAFAH1B2 FP inh	PREPL inhibitor	LYPLA2 inh	PAFAH2 inh	PAD4 FP inh	PAFAH1B3 FP inh	LYPLA1 inh	pPAFAH FP inh
COc1cccc(CN2CC(C(=O)NCCSc3nnnn3C)CCC2=O)c1 (centres undefined)	5	-5	-4	-2	1	-3	-3	-2	2
CN(Cc1ccccc1)c1nc2c(c(=O)[nH]c(=O)n2C)n1Cc1ccccc1Cl	-6	8	11	6	-1	-3	7	2	4
COc1ccccc1CC(NC(C)=O)C(=O)N1CCN(C(=O)c2cccs2)CC1 (centres undefined)	-2	1	4	-3	0	7	3	-6	5
CCn1c(CSc2nc(C)cc(C)n2)nnc1SCC(N)=O	-2	5	-2	-9	1	-2	10	-1	-9
Nc1nsnc1C(=O)NCCO	-1	-1	9	2	-5	-3	9	5	2
COc1ccccc1N(C)S(=O)(=O)c1ccc(Cl)c(C(=O)NCc2ccco2)c1	nt	3	16	nt	2	-7	10	nt	14
CCc1nnc(NC(=O)CSc2nc3ccccc3s2)s1	14	-41	-5	6	-1	14	-7	0	-2
O=c1c2[nH]c3ccc(F)cc3c2ncn1CCCn1ccnc1	8	4	-5	1	-2	-2	4	1	-1
S=C(Nc1cccc(Cl)c1)NC1CC2CCCC(C1)N2C1CCCC1 (centres undefined)	6	2	8	-10	1	4	1	-8	-3
NC(=NC(=O)c1ccccc1)C1=C(O)CCC1=O	7	2	-5	-5	4	7	4	-5	1
O=C(Nc1ccc(Cl)cc1)c1cccc(N2C(=O)C3C4CCC(C4)C3C2=O)c1 (centres undefined)	-4	3	2	-1	-9	-4	2	-4	-2
CCOC(=S)N/C(=N\S(C)(=O)=O)c1ccccc1	-5	6	11	-1	2	-4	3	2	6
CCSc1nnc(NC(=O)c2ccccc2C)s1	1	7	2	3	4	2	7	-1	5
CC(C)NC(=O)NC(=O)COC(=O)CCCSc1nc2ccccc2s1	3	-3	23	5	-3	4	-2	1	11
COc1ccc(C(c2nnnn2Cc2ccc(F)cc2)N2CCN(c3ccc(OC)cc3)CC2)cc1 (centres undefined)	2	10	10	2	0	-3	3	3	0
O=C(Nc1ccccc1)Nc1nnc(/C=C/c2ccccc2Cl)s1	-2	-2	-8	-6	-10	-2	4	-7	0
Cc1ccc2cc(C3CC(c4ccco4)=NN3C(=O)CCCC(=O)O)c(Cl)nc2c1 (centres undefined)	0	7	7	2	2	-5	5	-2	1
O=C(CN1CCN(Cc2ccc(F)cc2Cl)C1=O)NCCc1ccc(Cl)cc1	-4	18	-1	-1	-6	0	0	0	34*
Cn1c(=O)[nH]c(=O)c2c1nc1n2CCN1Cc1ccccc1	0	-2	16	1	-1	-4	0	0	6
CCNC(=O)N(C)C[C@H]1N[C@@](C)(C(=O)OC)[C@H]2C(=O)N(Cc3ccccc3)C(=O)[C@@H]12	nt	3	2	nt	4	0	13	nt	2
COc1ccc(CCc2nnc(CCC(=O)NCc3cc(C(C)C)no3)o2)cc1	-3	9	7	-4	4	-9	-2	-2	-2
COC(=O)c1cc(NC(=S)NC(=O)c2ccccc2)ccc1N1CCOCC1	2	-3	15	4	6	-4	-5	-2	2
COC(=O)CCCCCCCCC(O)C[N+]1(C)CCOCC1 (centres undefined)	-3	nt	-3	-1	nt	1	nt	1	1
c1ccc(Cn2c(NCc3ccco3)nc3ccccc32)cc1	-4	-5	21	0	-4	-3	6	0	-2
CCCCn1c(=O)n(CC(O)c2ccccc2)c(=O)c2c1ncn2C1CCCC1 (centres undefined)	0	6	7	-2	9	-3	-6	-2	3
O=C(Cc1cn2ccsc2n1)Nc1ccccc1Oc1ccccc1	9	3	8	-2	-2	-1	6	6	6
COc1ccc(C(=O)OCC(=O)NCC2CCCO2)cc1 (centres undefined)	2	6	5	-6	10	0	5	-2	4
CCCC[C@@H]1CNCCN1CCc1cc(C(F)(F)F)cc(C(F)(F)F)c1	1	4	10	-3	-3	-5	9	3	2
Cc1ccc(N/N=C(\C#N)C(=N)N2CCCCCC2)cc1	8	-1	18	-4	4	0	9	0	3
CCOc1ccc(NC(=O)CCC(=O)N/N=C(\C)c2cccs2)cc1	1	-5	2	-5	-10	2	10	-3	1
Cc1cccc(C(=O)Nc2cccc(NC(=O)c3ccccc3)c2)c1	-5	-4	-24	-9	-1	-4	10	-9	7
O=C(Cn1nc(C(=O)O)c2ccccc2c1=O)Nc1cc(Cl)ccc1-n1cncn1	nt	6	3	-4	-3	-1	6	-4	0
CC(C)N(Cc1cc2ccccc2[nH]c1=O)C(=O)c1ccco1	2	1	13	-8	-14	0	-7	3	3
CCOC(=O)c1sc(NC(=O)CSc2n[nH]c(CC(C)C)n2)nc1C	-1	4	-6	1	-11	-1	12	-1	2
Cc1ccc(-c2nnc3sc(CCc4ccccc4)nn23)cc1	1	4	-5	4	-4	2	8	-5	-2
Cc1nc2c(-c3ccc(Cl)cc3)cnn2c2c1CCC2	-2	-3	5	4	-3	-1	13	1	5
Cc1ccccc1-n1c(Cn2c(=O)sc3ccccc32)nnc1SCC(=O)Nc1nccs1	0	5	-14	-2	0	-3	13	2	0
O=C(C[C@@H]1C/C=C\C[C@H](NC(=O)OCC2c3ccccc3-c3ccccc32)C(=O)OC[C@H]2CCCN2C1=O)NCCO	nt	1	10	nt	1	-4	9	nt	3
CC1(C)OC(=O)C(=CNC(=O)c2c(F)cccc2F)C(=O)O1	4	-2	2	3	-4	6	-1	1	4
COc1ccc(C(C#N)N2N=C(C)CC2c2ccccc2)cc1 (centres undefined)	-2	6	2	-7	6	2	7	1	4
CCc1nnc(NC(=O)C2CCCN2S(=O)(=O)c2ccc(C)cc2)s1 (centres undefined)	-3	5	4	-1	-2	-2	4	-1	5
COc1cccc(Cn2nnc(C(=O)Nc3ccc(C)cc3)c2N)c1	-3	1	7	3	3	0	-1	3	0
C[C@@H](O)C(C(=O)N1CCNCC1)n1cc([C@@H](N)CCCCN)nn1 (some centres undefined)	10	8	6	2	2	-2	6	1	8
O=C(COc1ccc(-c2ccccc2)cc1)NNC(=O)NC1CCCCC1	0	0	23	-2	10	-1	8	-2	-2
O=C(CNC(=O)c1ccc(Br)cc1)N/N=C/c1cccnc1	11	1	4	2	-2	-2	-1	-5	1
O=C(NCCN1CCOCC1)c1cc(S(=O)(=O)Nc2ccccc2F)c(Cl)cc1Cl	6	0	-6	-6	0	-2	7	-1	-2
O=C(Cc1ccccc1)NCC(=O)N1CCN(Cc2cccc(Cl)c2)CC1	nt	3	6	nt	7	1	7	nt	1
Cc1ccsc1C(=O)Nc1ccc(F)c([N+](=O)[O-])c1	8	-1	45*	6	11	3	1	2	8
O=C(O)CCNC(=O)c1ccc(Br)o1	2	9	9	9	0	0	-5	0	5
COC(=O)c1sc(NC(=O)COc2ccccc2)nc1C	12	4	-2	6	10	-2	10	-2	3
The results go on:
SMILES	GSTO1 inh	PAFAH1B2 FP inh	PREPL inhibitor	LYPLA2 inh	PAFAH2 inh	PAD4 FP inh	PAFAH1B3 FP inh	LYPLA1 inh	pPAFAH FP inh
O=C(Nn1c(C2CCCCC2)nc2ccccc2c1=O)c1ccc(Cl)c([N+](=O)[O-])c1	11	-5	2	-1	3	-3	-4	-6	4
CC(C)(C)c1ccccc1NC(=O)Cn1c(=O)cnc2ccccc21	-8	0	6	1	2	1	5	-3	3
CN(Cc1ccccc1)C(=O)c1cc(-c2ccc(Br)cc2)on1	-2	-2	0	2	2	-1	4	-2	8
COc1ccccc1NC(=O)CSc1nnc(-c2ccco2)o1	3	-6	-8	-1	-5	0	2	0	4
O=C(COc1ccccc1Br)c1ccc(O)cc1O	5	0	-9	2	0	-3	0	0	2
CCCCCCCCCCOC(=O)Cn1c(COc2cccc(C)c2)[n+](C)c2ccccc21	5	0	-48	9	-6	1	-2	2	12
S=C(NCCc1ccc(Cl)cc1)Nc1ccc(Cl)cc1Cl	-11	14	-5	-15	-14	1	2	-15	-5
N/C(Cc1cccc2ccccc12)=N\O	-9	2	27	4	-2	9	5	8	4
O=C(COC(=O)c1cccs1)Nc1nnc(-c2ccccc2)o1	4	3	3	3	5	-1	-2	2	5
CCC(C)c1ccc(NC(=O)c2cnn3c(C(F)F)cc(C)nc23)cc1 (centres undefined)	-8	nt	12	-1	nt	-5	nt	1	0
O=C1c2ccccc2C(=O)N1CCCc1nc2ccccc2c(=O)n1Cc1ccco1	-3	-1	-7	-7	0	8	-7	-2	1
O=C(CSc1n[nH]c(=O)n1C1CC1)c1ccc(F)cc1	16	nt	15	1	nt	2	nt	3	3
COC(=O)c1ccc(NC(=O)C2CCCN2S(=O)(=O)c2ccc(C)cc2)cc1 (centres undefined)	3	1	5	-2	6	4	0	0	-3

Screens as filed in PubChem BioAssay.

A portion of the library; the hit share may differ from the screen's.
